Screens as filed in PubChem BioAssay.
APE1 inh = inhibitors of human APE1 endonuclease | P27695 | recombinant APE1, TAMRA/BHQ-2 abasic DNA cleavage fluorescence | Potency, µM (highest dose often 65.8 µM), for inactives: at the top dose activity change, negative = inhibition, usual class: inhibitors | 350,000 compounds, 0.35% hits | AID 2517;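 also: plate controls were vehicle for no effect and reference inhibitor for full effect; nearly all actives have a fitted effect of over 55% in size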
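Kinetic fluorescence read (525 ex/598 em nm, three reads 60 s apart) of AP-site incision; signal = third minus first read. Enzyme 0.75 nM, dual-labelled THF duplex 50 nM, compound preincubation 15 min RT.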
POLK inh = blocks human DNA polymerase kappa activity | Q9UBT6 | purified Pol kappa, fluorescent DNA synthesis assay, 10 min | Potency, µM (doses to about 107 µM), for the others: at the top dose activity, negative = inhibition, most hits filed as inhibitors | 400,000 compounds, 0.53% hits; also: % is scaled to controls: 0 for no effect and ±100 for the full control effect
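Enzyme at 10 nM met test compounds for 15 min at room temperature. Substrate addition (50 nM final) began the reaction, which was monitored by fluorescence at 0 and 10 min.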
Pol beta inh = DNA polymerase beta (human) inhibition; P06746; Pol beta primer extension/strand displacement, fluorescence kinetic; Potency, µM (top dose mostly 114 µM), for inactives: top-dose activity change, negative = inhibition, hits mostly inhibitors; 340,000 compounds, 1.3% hits; also: % is scaled to controls: 0 for no effect and ±100 for the full control effect
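Pol beta (10 nM) was preincubated with compound for 15 min at room temperature. The reaction was then started with 50 nM substrate and read immediately and after a further 10 min at room temperature.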
Pol iota inh = inhibitors of human DNA polymerase iota; Q9UNA4; Pol iota fluorescent replication assay, 10 min; Potency, µM (highest dose often 115 µM), for inactives: top-dose activity, negative = inhibition, usual class: inhibitors; AID 588590; 390,000 compounds, 1% hits
Target sequence (Q9UNA4 whole entry, looked up): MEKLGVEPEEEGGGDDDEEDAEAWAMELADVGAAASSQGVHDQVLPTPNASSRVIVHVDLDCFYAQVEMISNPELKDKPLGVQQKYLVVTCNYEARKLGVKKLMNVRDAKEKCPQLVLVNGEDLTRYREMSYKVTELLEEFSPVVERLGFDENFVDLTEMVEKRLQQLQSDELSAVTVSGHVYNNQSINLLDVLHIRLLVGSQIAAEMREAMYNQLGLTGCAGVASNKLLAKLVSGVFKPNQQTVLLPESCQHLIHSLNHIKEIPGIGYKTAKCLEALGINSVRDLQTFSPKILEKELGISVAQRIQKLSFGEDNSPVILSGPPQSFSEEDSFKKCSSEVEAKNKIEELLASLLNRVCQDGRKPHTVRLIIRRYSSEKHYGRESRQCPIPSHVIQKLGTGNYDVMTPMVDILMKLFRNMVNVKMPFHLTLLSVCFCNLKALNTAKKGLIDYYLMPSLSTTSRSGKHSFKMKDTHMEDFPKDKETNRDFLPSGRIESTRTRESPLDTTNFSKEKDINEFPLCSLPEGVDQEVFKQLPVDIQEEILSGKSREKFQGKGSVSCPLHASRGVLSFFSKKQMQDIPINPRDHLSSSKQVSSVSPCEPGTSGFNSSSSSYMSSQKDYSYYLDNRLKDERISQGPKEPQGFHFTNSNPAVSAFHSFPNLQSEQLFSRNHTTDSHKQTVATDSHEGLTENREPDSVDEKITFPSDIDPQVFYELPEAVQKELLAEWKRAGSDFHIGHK
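Fluorescent replication assay read twice, at 0 min and 10 min after adding 50 nM (final) substrate. Enzyme (10 nM) and compounds were first incubated 15 min at room temperature; enzyme-free buffer wells were negative controls.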
G9a block = inhibitors of human histone lysine methyltransferase G9a; Q96KQ7; G9a H3K9 monomethylation, AlphaScreen, 2 h; Potency, µM (titrated, usually from 102 µM), without a hit: top-dose activity, negative = inhibition, hits mostly inhibitors; 350,000 compounds, 8.8% hits; also: % is scaled to controls: 0 for no effect and ±100 for the full control effect; nearly all actives have a fitted effect of over 75% in size
Target sequence (Q96KQ7 913-1193 limits assumed): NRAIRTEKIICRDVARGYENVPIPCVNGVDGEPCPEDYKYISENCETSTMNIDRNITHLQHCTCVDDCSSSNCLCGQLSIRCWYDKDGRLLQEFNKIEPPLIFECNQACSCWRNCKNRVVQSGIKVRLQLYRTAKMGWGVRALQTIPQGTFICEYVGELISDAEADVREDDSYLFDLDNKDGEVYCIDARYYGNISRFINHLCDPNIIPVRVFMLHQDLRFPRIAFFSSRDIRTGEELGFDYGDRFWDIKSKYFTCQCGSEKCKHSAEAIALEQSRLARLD
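Signal arises when biotinylated H3K9 peptide, once monomethylated, bridges streptavidin donor and antibody-captured acceptor beads. Enzyme at 20 nM was preincubated 15 min with test compounds; peptide 500 nM and SAM 20 uM then reacted for 2 h.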
Pol eta inh = blocks human DNA polymerase eta activity; Q9Y253; recombinant Pol eta, fluorescent DNA replication assay; Potency, µM (series often up to 114 µM), for the others: at the highest dose activity change, negative = inhibition, usual class: inhibitors; 390,000 compounds, 1.2% hits; AID 588591; also: % is scaled to controls: 0 for no effect and ±100 for the full control effect
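Fluorescent replication assay: 50 nM final substrate added after a 15 min room-temperature compound preincubation with 10 nM enzyme. Signal taken at 0 min and again at 10 min.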
BLM helicase inh = blocks DNA unwinding by human BLM helicase | P54132 | recombinant BLM DNA unwinding, fluorescence dequenching | Potency, µM (top dose mostly 56.1 µM), for the others: at the highest dose activity change, negative = inhibition, usual class: inhibitors | 350,000 compounds, 0.2% hits;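 also: plate controls were vehicle for no effect and no enzyme for full effect; nearly all actives have a fitted effect of over 35% in size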
Apoferritin bind = candidate novel general anesthetic via apoferritin binding; P02791; apoferritin/1-aminoanthracene competitive binding, fluorescence; Potency, µM (titrated, usually from 77.5 µM), for inactives: at the top dose activity change, negative = displacement, most hits filed as inhibitors; 350,000 compounds, 0.074% hits; AID 485281; also: % is scaled to controls: 0 for no effect and ±100 for the full control effect; nearly all actives have a fitted effect of over 20% in size
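Read-out: endpoint 1-AMA fluorescence, excitation 380 nm and emission 535 nm, after compounds sit 10 min at room temperature with 10 uM horse-spleen apoferritin in 50% saturated 1-AMA/PBS. Values come from four-parameter Hill fits.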
BAZ2B block = blocks human BAZ2B. 360,000 compounds, 4.4% hits. Potency, µM (titrated, usually from 114 µM), for inactives: top-dose activity change, negative = inhibition, actives largely listed as inhibitors. AlphaScreen BAZ2B-H3K14Ac peptide displacement; also: % is scaled to controls: 0 for no effect and ±100 for the full control effect; nearly all actives have a fitted effect of over 60% in size
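Inhibition is scored as reduced AlphaScreen emission. The BAZ2B/b-H3(5-23)K14Ac complex (50 nM each) in PBS pH 7.4, 0.01% Tween-20 meets compound (up to 110 uM) for 30 min at RT before bead addition.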
* = called active by the depositor; ? = inconclusive; . = not tested or not shown; [ ] = dose if it differs, or a comment. Calls follow the shape of the dose curve; as a rule, active = well fitted curve in the direction sought with a large enough effect; inconclusive = small, poorly fitted or top-dose-only effect, or another doubt; inactive = no such curve, though single readings can be large; an effect the other way counts as inactive or inconclusive. Potency is read from the fitted curve at half-maximal effect. This is a subset. The share of hits here may be higher or lower than overall.

SMILES | APE1 inh | POLK inh | Pol beta inh | Pol iota inh | G9a block | Pol eta inh | BLM helicase inh | Apoferritin bind | BAZ2B block
Cc1nc2cc(NC(=O)N3c4ccccc4CC3C)ccc2n1C (centres undefined) | 11.6% | -5.2%[60.1 µM] | 4.7% | -32.8% | -4.9%[59 µM] | -1.2% | 0.3% | -17.5% | 6.4%
Cc1nn(CC(=O)NCCc2cccs2)c(=O)c2nn(-c3ccccc3)c(C)c12 | 82.1%[activator] | -15.7% | ? | 35.5µM* | -1.6% | -24.6% | -3.8% | -43.0% | 5.9%
CCCCSc1nc(O)cc(=O)n1CC | 4.2% | -3.0% | 16.3% | 16.3% | -8.1% | -17.5% | -1.3% | -5.2% | -21.4%
COc1ccc(-c2nc3cnc(N(C)C)nc3n(CCc3ccccc3)c2=O)cc1 | 3.1% | 8.3%[60.1 µM] | . | . | 14.3%[12.7 µM] | . | -2.6% | . | .
COc1ccccc1NC(=O)c1ccc2c(c1)C(=O)N(Cc1ccco1)C2=O | 45.1%[activator] | 9.5% | -21.0% | 4.6% | ? | -5.8% | -0.3% | -3.5% | -16.7%
COc1ccc(Cl)cc1NC(=O)C(C)N(C)Cc1ccc(C(F)(F)F)cc1 (centres undefined) | 2.6% | -17.3% | -5.7%[57.1 µM] | 3.9% | -7.2% | -12.1% | -9.2% | -6.0% | 22.7%
CC1CN(c2cc(=O)n(-c3cccc(Br)c3)c(=O)[nH]2)CC(C)O1 (centres undefined) | -2.4% | -1.0% | -25.3% | 28.9% | 44.7µM* | -22.8% | -1.2% | -6.2% | 7.4%
Cc1cc(NC(=O)CSc2nnc(C)n2-c2ccccc2)no1 | 0.2% | 5.0% | 2.6% | 11.7% | 7.0% | -9.1% | -4.9% | -3.9% | .
N#Cc1c(NC(=O)C(=O)NCCCN2CCOCC2)sc2c1CCC2 | 72.2%[activator] | 14.2% | 6.2% | 16.3% | ? | -10.1% | -0.9% | -4.5% | -27.1%
Cc1ccc(OC(=O)CSc2nnc(-c3cccs3)o2)c(C)c1 | . | -6.6% | 3.9% | -6.4% | -28.2%[59 µM] | -15.4% | -2.4% | -7.1% | -4.0%
CN(C)C(=O)CCc1ccc2c3c([nH]c2c1)[C@]1(C)[C@@H](C(=O)N2CCCCC2)C[C@H](CC(=O)NCCN2CCOCC2)C(=O)N1CC3 | -5.9% | -7.6% | . | 24.7% | . | -4.9% | . | . | .
COC(=O)c1sc2ccccc2c1S(=O)(=O)N1CCN(c2ccc(C(C)=O)cc2)CC1 | . | -0.5% | 2.7% | 2.1% | ? | -7.6% | -4.1% | -8.7% | -33.0%
CCCNC(=O)c1ccc2nc(-c3ccccc3)c(-c3ccccc3)nc2c1 | -4.9% | -3.6% | -16.4% | 4.8% | -0.3%[59 µM] | -12.5% | -0.6% | -3.9% | 10.9%
CSc1cccc(NC(=O)C2CCCN2S(=O)(=O)c2ccc(Br)s2)c1 (centres undefined) | -5.0% | -9.3% | 2.7% | -17.4% | 8.9% | -14.6% | -15.4% | -13.1% | 7.5%
COc1cccc(NC(=O)CN(C)C(=O)Cc2c(C)nc3ccccc3c2C)c1 | 23.2% | -14.8% | . | ? | 27.1%[59 µM] | -2.8% | . | . | 9.4%
Cc1nc2ccc(S(=O)(=O)NCC(=O)Nc3ccc(F)cc3F)cc2s1 | . | -2.5% | 30.7% | 26.0% | 15.2%[59 µM] | . | -1.2% | 15.4% | 18.5%
O=C(CNC(=O)C1CCCCC1)NC1CCCCC1 | 1.3% | -2.0% | -10.2% | 96.0%[activator] | 23.8% | -19.9% | -2.4% | -3.9% | 5.5%
CCOC(=O)C1=C(C)N(CCCC(=O)NCc2ccc3c(c2)OCO3)C(=O)NC1c1ccc(Br)cc1 (centres undefined) | -3.4% | -1.4% | 25.0% | 0.5% | 6.5% | -2.5% | 2.0% | -7.2% | -1.6%
COc1ccc(-c2nc[nH]c2[N+](=O)[O-])cc1 | 3.3% | -1.0% | -29.0% | 86.5%[activator] | 0.2% | 4.0% | -4.8% | 2.3% | ?
O=c1cc(-c2ccccc2Cl)oc2c(NS(=O)(=O)c3ccccc3C(F)(F)F)ccc(O)c12 | 6.5% | -12.3% | 1.0% | -14.2% | ? | -21.2% | -0.4% | -0.9% | ?
N#Cc1nc(-c2ccc(OCc3ccc(Cl)cc3)cc2)oc1N1CCOCC1 | 14.9% | -4.0% | 25.5% | 25.2% | -13.4% | -6.5% | -4.5% | -6.8% | 7.7%
CSCCCNC(=S)Nc1cccc(S(=O)(=O)NC2=NCCC2)c1 | -0.5% | -2.9% | -16.3% | 108.2%[activator] | -0.3% | -22.5% | -5.9% | -5.5% | -10.9%
COc1cc(Nc2ncc3c(n2)CCN(Cc2cc(Br)cs2)C3)cc(OC)c1 | . | 2.2%[60.1 µM] | -3.6% | 2.6% | -19.1%[59 µM] | . | -5.8% | 35.5%[activator] | -35.9%
C[C@H]1CN([C@@H](C)CO)C(=O)c2cc(NC(=O)CCN3CCOCC3)ccc2O[C@H]1CN(C)C(=O)Nc1ccc(F)cc1 | 33.4% | 10.0% | . | 9.7% | . | 2.8% | . | . | .
CC(C)C[C@H]1CN=C(Nc2ccccc2)N1CCC1CCCCC1 | 18.8% | 1.7% | 17.9% | -0.9% | 20.2% | -0.7% | 0.3% | -9.6% | -0.3%

The listing continues:
SMILES | APE1 inh | POLK inh | Pol beta inh | Pol iota inh | G9a block | Pol eta inh | BLM helicase inh | Apoferritin bind | BAZ2B block
CC(=O)Nc1cccc(C(=O)NNC(=O)c2ccccc2-n2cccc2)c1 | -13.1% | 5.7% | . | 0.5% | -15.7%[59 µM] | -11.4% | . | . | 0.3%
Cc1oc(C(=O)O)cc1CSc1nnc(-c2ccccc2)n1C | -3.8% | -18.4% | ? | ? | -2.5%[59 µM] | ? | -1.5% | -3.8% | 0.9%
Cc1ccc(-n2c(=O)[nH]c3c(C(N)=O)nc(CC(C)C)nc32)cc1 | 8.6% | -0.3% | -14.3% | -0.5% | 54.9%[activator][59 µM] | 3.6% | 0.0% | -1.0% | 14.7%
Cc1nc(SCc2nc3c([N+](=O)[O-])cccc3[nH]2)c2oc3ccccc3c2n1 | 1.2% | -17.1% | . | 15.0% | . | -2.7% | . | . | .
CN1C(=S)SC(N(O)C(=O)Nc2ccccc2)C1(C)C (centres undefined) | 6.8% | -6.7% | -27.7% | -10.2% | -3.9%[12.7 µM] | -9.3% | -2.5% | -9.8% | -3.7%
COc1ccccc1NS(=O)(=O)c1cccc(C(=O)N/N=C(\C)c2ccncc2)c1 | 24.1% | -7.6% | . | 23.5% | -3.9% | -1.0% | . | . | -0.5%
COc1cccc(/C=N/NC(=O)Cn2cnc3c2c(=O)n(C)c(=O)n3C)c1OC | 5.9% | -5.6% | 4.2% | 173.7%[activator] | -3.7% | -15.5% | 0.3% | -1.5% | -35.5%
CC1CCCCN1C(C(=O)O)c1ccccc1 (centres undefined) | 1.9% | 1.0% | -13.5% | 20.9% | -15.0% | -23.4% | 4.1% | 2.4% | -18.6%
CN(CC(=O)Nc1cccc(F)c1)C(=O)/C=C/c1ccc(Br)s1 | 9.5% | -14.7% | . | -27.6% | -3.2%[0.501 µM] | -11.9% | . | . | -4.5%
CCN(CC1CCCO1)C(=O)CCc1nnc(CCc2ccc(OC)cc2)o1 (centres undefined) | 21.1% | -3.7% | 24.2% | 0.2% | 37.5%[activator] | -3.7% | -0.9% | -1.4% | 2.3%
CC(C)(C)NC(=S)NCC1CC1 | 15.2% | 5.6% | 18.5% | 43.1%[activator] | . | -19.4% | -2.5% | 0.4% | 1.2%
Cc1ccccc1OCC(=O)Nc1ccc(OCc2cc(=O)n3ccsc3n2)cc1 | . | 4.8% | 11.3% | 33.3%[activator] | 3.0%[59 µM] | ? | -11.9% | -4.4% | 3.1%
CCn1c(=O)cc(OCC(=O)Nc2cccc(C)n2)c2ccccc21 | 6.4% | -2.6% | -1.8% | -6.8% | 9.9%[59 µM] | -1.0% | 0.8% | -17.1% | 8.5%
O=C(COC(=O)Cc1ccc(F)cc1)NC1CCS(=O)(=O)C1 (centres undefined) | -9.0% | -9.2% | . | 19.3% | 14.4%[2.33 µM] | -0.9% | . | . | -4.0%
C=C(C)COc1ccc(-c2ncncc2-c2ccccc2OC)c(O)c1 | 33.1% | ? | -24.8% | 18.2% | 30.8% | -24.9% | -10.8% | -3.6% | -19.4%

Compounds above containing an NH in an aromatic ring, in the order listed:
SMILES | APE1 inh | POLK inh | Pol beta inh | Pol iota inh | G9a block | Pol eta inh | BLM helicase inh | Apoferritin bind | BAZ2B block
CC1CN(c2cc(=O)n(-c3cccc(Br)c3)c(=O)[nH]2)CC(C)O1 (centres undefined) | -2.4% | -1.0% | -25.3% | 28.9% | 44.7µM* | -22.8% | -1.2% | -6.2% | 7.4%
CN(C)C(=O)CCc1ccc2c3c([nH]c2c1)[C@]1(C)[C@@H](C(=O)N2CCCCC2)C[C@H](CC(=O)NCCN2CCOCC2)C(=O)N1CC3 | -5.9% | -7.6% | . | 24.7% | . | -4.9% | . | . | .
COc1ccc(-c2nc[nH]c2[N+](=O)[O-])cc1 | 3.3% | -1.0% | -29.0% | 86.5%[activator] | 0.2% | 4.0% | -4.8% | 2.3% | ?
Cc1ccc(-n2c(=O)[nH]c3c(C(N)=O)nc(CC(C)C)nc32)cc1 | 8.6% | -0.3% | -14.3% | -0.5% | 54.9%[activator][59 µM] | 3.6% | 0.0% | -1.0% | 14.7%
Cc1nc(SCc2nc3c([N+](=O)[O-])cccc3[nH]2)c2oc3ccccc3c2n1 | 1.2% | -17.1% | . | 15.0% | . | -2.7% | . | . | .

Single entries from above.
CN1C(=S)SC(N(O)C(=O)Nc2ccccc2)C1(C)C (centres undefined) – BAZ2B block = -3.7%
O=C(COC(=O)Cc1ccc(F)cc1)NC1CCS(=O)(=O)C1 (centres undefined) – Pol iota inh = 19.3%
